High-throughput results as filed in PubChem BioAssay.
Mm-Cpn inhibitor: Inhibitors of TCP-1 ring complex (TRiC) of Methanococcus maripaludis (MmCpn): qHTS; AID 504842, 2011; purified Mm-Cpn ATPase, ADP Transcreener TR-FRET; Potency, µM (titrated, usually from 76.9 µM), for inactives: at the top dose activity, negative = inhibition, hits mostly inhibitors; 0.031% of 330,000 active; Chaperonin Mm-Cpn (Methanococcus maripaludis); note: potency is the fitted concentration of half-maximal effect; % is set by controls: 0 for no effect and ±100 for the full control effect; nearly all actives have a fitted effect of over 80% in size
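Purified archaeal Mm-CPN (25nM final) preincubated 10 min at 37degC with compound, then 10uM ATP for 30 min at 37degC; ADP measured by HTRF Transcreener TR-FRET; buffer 30 mM TRIS pH 7.4, 100mM KCl, 5mM MgCl2, 1mM DTT.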
TGFb inhibitor: qHTS for Inhibitors of TGF-b. HepG2 CAGA-GFP TGF-b/SMAD3 reporter, GFP fluorescence, 18 h; TGF-beta stimulated, 500 pg/mL final. Potency, µM (doses to about 46.1 µM), for the others: top-dose activity, negative = inhibition, actives largely listed as inhibitors. 1.2% of 410,000 active. AID 588855, 2011; note: potency is the fitted concentration of half-maximal effect; % is set by controls: 0 for no effect and ±100 for the full control effect; nearly all actives have a fitted effect of over 65% in size
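Inhibition of TGF-beta-driven CAGA-GFP reporter expression in HEPG2 cells is measured by cellular GFP fluorescence after 18 h stimulation with 500 pg/mL recombinant TGF-beta in 1% FBS medium at 37 degrees C.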
EPAC2 antag: qHTS for Antagonist of cAMP-regulated guanine nucleotide exchange factor 2 (EPAC2): primary screen | AID 720708, 2013 | EPAC2 GEF exchange of Rap1B-BODIPY-GDP, fluorescence | Potency, µM (doses to about 114 µM), for inactives: top-dose activity, negative = inhibition, most hits filed as inhibitors | 0.18% of 360,000 active; note: potency is the fitted concentration of half-maximal effect; % is set by controls: 0 for no effect and ±100 for the full control effect; nearly all actives have a fitted effect of over 45% in size; many of its hits are not listed in these tables
Target sequence (Q8WZA2 whole entry, looked up): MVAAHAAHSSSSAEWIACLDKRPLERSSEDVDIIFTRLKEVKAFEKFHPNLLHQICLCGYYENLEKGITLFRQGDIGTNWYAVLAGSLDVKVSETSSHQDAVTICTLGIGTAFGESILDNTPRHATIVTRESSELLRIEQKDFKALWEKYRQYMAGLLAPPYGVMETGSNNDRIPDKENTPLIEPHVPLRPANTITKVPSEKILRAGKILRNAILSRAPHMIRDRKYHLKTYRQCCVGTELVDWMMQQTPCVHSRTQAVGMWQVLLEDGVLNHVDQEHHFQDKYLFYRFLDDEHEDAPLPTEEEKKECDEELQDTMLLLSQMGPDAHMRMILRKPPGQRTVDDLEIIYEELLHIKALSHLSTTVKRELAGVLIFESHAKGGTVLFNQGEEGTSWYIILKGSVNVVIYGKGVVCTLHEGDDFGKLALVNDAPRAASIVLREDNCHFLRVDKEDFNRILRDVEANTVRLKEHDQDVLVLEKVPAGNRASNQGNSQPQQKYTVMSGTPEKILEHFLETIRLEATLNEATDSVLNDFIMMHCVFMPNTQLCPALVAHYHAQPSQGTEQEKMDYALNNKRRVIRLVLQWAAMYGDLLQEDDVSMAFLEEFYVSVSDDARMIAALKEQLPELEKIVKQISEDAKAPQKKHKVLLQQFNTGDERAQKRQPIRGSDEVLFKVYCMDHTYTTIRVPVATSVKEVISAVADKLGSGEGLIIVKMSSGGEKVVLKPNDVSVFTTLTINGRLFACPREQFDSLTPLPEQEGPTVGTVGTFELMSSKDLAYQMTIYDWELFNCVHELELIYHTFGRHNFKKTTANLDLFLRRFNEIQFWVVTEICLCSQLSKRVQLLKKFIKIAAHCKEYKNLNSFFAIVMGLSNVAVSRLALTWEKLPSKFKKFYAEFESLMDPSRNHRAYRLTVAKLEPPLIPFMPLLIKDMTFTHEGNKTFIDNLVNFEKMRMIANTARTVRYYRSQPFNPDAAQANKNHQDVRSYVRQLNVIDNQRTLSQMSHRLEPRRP
CCT modulator: High-Throughput Screening for Modulators of Cytosolic Chaperonin Activity; purified chaperonin ATPase assay, HTRF ADP detection, 30 min; activity change, % (test concentration not listed), hits read low; 0.3% of 360,000 active; AID 651819, 2012; in the data active = activity change below about -30%; note: % is set by controls: 0 for no effect and ±100 for the full control effect
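We incubate TRiC, 40 or 20 nM final, with library compounds at 76 uM and 10 uM ATP for 30 min at 37 °C. ADP formed is detected with Transcreener HTRF reagents after 30 min at room temperature.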
Nrf2 activator: qHTS of Nrf2 Activators. AREc32 ARE-luciferase reporter (MCF7-derived line), luminescence, 24 h. Potency, µM (series often up to 46.1 µM), for the others: at the highest dose activation, usual class: activators. 0.31% of 410,000 active. AID 624171, 2012; note: potency is the fitted concentration of half-maximal effect; % of control where 0% means no effect; nearly all actives have a fitted effect of over 65% in size
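Luminescent ARE reporter assay in AREc32_Fluc cells: overnight plating at 37 deg C, 24 hr compound incubation, Steady-Glo added, 30 min RT before reading.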
A549 tox: Nrf2 qHTS screen for inhibitors: counterscreen for cytotoxicity; Potency, µM (top dose mostly 46 µM), inactives show at the top dose activity change, negative = cytotoxicity, usual class: inhibitors; AID 504648, 2011; A549 ARE-Fluc cells, CellTiter-Fluor viability, 18-24 h; 0.16% of 390,000 active; note: potency is the fitted concentration of half-maximal effect; % is set by controls: 0 for no effect and ±100 for the full control effect
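A549 ARE_Fluc cells in 5% FBS OPTI-MEM were exposed to compounds in concentration-response for 18-24 h at 37 deg C. Viability was read by CellTiter-Fluor fluorescence (Ex 405/Em 525) after 30 min, before the luciferase read.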
EPAC2 agonist: qHTS for Agonist of cAMP-regulated guanine nucleotide exchange factor 4 (EPAC2): primary screen; Rap guanine nucleotide exchange factor 4 (Homo sapiens), Q8WZA2; EPAC2 activation, biochemical qHTS; response scale: 100% = 6.5 mM cAMP response; Potency, µM (top dose mostly 154 µM), for inactives: at the top dose activation, usual class: activators; 0.079% of 360,000 active; AID 720711, 2013; note: potency is the fitted concentration of half-maximal effect; nearly all actives have a fitted effect of over 50% in size
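Fluorescence exchange assay: 100 nM EPAC2 with 250 nM RAP1B-BODIPY-GDP and 50 uM GDP; compounds tested as a concentration-titration series (qHTS). Loss of Rap1-bound BODIPY-GDP fluorescence read at 480/540 nm; data normalized to 6.5 mM cAMP.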
Nrf2 block: Nrf2 qHTS screen for inhibitors; A549 ARE-Fluc reporter, luciferase luminescence, 18-24 h; Potency, µM (top dose mostly 46 µM), for the others: at the highest dose activity change, negative = inhibition, usual class: inhibitors; 2.1% of 360,000 active; AID 504444, 2011; note: potency is the fitted concentration of half-maximal effect; % is set by controls: 0 for no effect and ±100 for the full control effect; nearly all actives have a fitted effect of over 60% in size
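Nrf2 function is reported as luminescence of an ARE-controlled luciferase in A549 cells. Compounds were tested at several concentrations, and a CellTiter-Fluor read on the same wells flagged cytotoxicity.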
Akt phos inh: HTS Assay for Inhibitors of Akt Phophorylation: Primary Screen; Neuro2A IGF-stimulated pAkt S473 HTRF, 20 min; active compounds read low; activity change, % for hits at 50 µM; 0.32% of 360,000 active; in the data active = activity change below about -80%; inconclusive = mostly about -51% to -80%; note: % is set by controls: 0 for no effect and ±100 for the full control effect
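Neuro2A cells (4,500/well, DMEM with 0.5% FBS) were treated with compound at a single 50 µM final concentration, stimulated with 6 nM IGF for 20 min at 37 °C, and lysed. Phospho-Akt Ser473 was read by HTRF as 665/615 ratio ×10^4.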
Starred values were filed as active, the others as inactive; i = inactive; ? = inconclusive; . = not tested or not shown; & = joins results of further samples; [ ] = another dose, or the depositor's remark. Unless noted, calls come from the whole dose curve; as a rule, active = well fitted curve in the direction sought with a large enough effect; inconclusive = small, poorly fitted or top-dose-only effect, or another doubt; inactive = no such curve, though single readings can be large; an effect the other way counts as inactive or inconclusive.

SMILES	Mm-Cpn inhibitor	TGFb inhibitor	EPAC2 antag	CCT modulator	Nrf2 activator	A549 tox	EPAC2 agonist	Nrf2 block	Akt phos inh
COc1cc(-n2c(=O)c3ccccc3n(CC(=O)c3ccc(F)cc3)c2=O)cc(OC)c1OC	-23%	-18%	-2%	-0.3	-0.1%	-14%	-8%	7%	i
CCN(CC)c1ccc(/C=N/NC(=O)c2ccccn2)cc1	-3%	10%	8%	2.7	-0.8%	-16%	-2%	?	i
COc1ccc(-c2coc3cc(OC4OC(CO)C(O)C(O)C4O)ccc3c2=O)cc1 (stereo not given)	-2%	13%	4%	-0.7	0.0%	2%	13%	?	i
C=CCN(c1cccc(C(F)(F)F)c1)S(=O)(=O)c1cccc(C(=O)OCC(=O)NC(N)=O)c1	1%	6%	?	-3.4	0.4%	9%	10%	5%	i
O=C(CCc1nc2ccccc2c(=O)[nH]1)NNC(=O)c1ccc(F)cc1	-4%	-3%	1%	1.1	-0.8%	0%	3%	-19%	i
O=C(CCSCCC(=O)NN=Cc1ccccc1)NN=Cc1ccccc1	.	0%	15%	-2.2	0.3%	3%	2%	23%	i
Cc1cccc(CSc2ncc(Cl)c(C(=O)Nc3nnc(C)s3)n2)c1	.	-15%	.	.	0.4%	-5%	.	13%	.
Cc1cc(NC(c2nnc(-c3ccccc3)o2)c2ccccc2F)ccc1Br (stereo not given)	.	?	.	.	8.2%	-6%	.	7%	.
N#CC1=C(N)NC(SCC(=O)Nc2ccc(Br)cc2)=C(C#N)C12CCCCC2	0%	18µM*	6%	0.6	2.8%	?	23%	?	i
CCSC1=NCCN1C(=O)Cc1ccc(-c2ccccc2)cc1	-2%	19%	2%	-1.7	0.4%	-2%	0%	13%	i
CCOC(=O)CC1(C)SC(NC(C)=O)=NN1C(C)=O (stereo not given)	-3%	?	4%	0.0	2.6%	1%	7%	?	i
CCc1ccccc1NC(=O)COc1cccc(-n2cnnn2)c1	0%	-3%	11%	-1.6	-0.1%	7%	11%	-5%	i
CCc1ccc(S(=O)(=O)Nc2cc3c(cc2N2CCCCC2)n(C)c(=O)c(=O)n3C)cc1	1%	-26%	-3%	-1.4	-0.1%	-5%	3%	-24%	i
COc1ccc(N(C(=O)Cn2nnc(-c3ccc(F)cc3)n2)C(C)C(=O)NC2CCCC2)cc1OC (stereo not given)	0%	10%	2%	-1.8	-0.8%	2%	3%	-16%	i
COc1ccc2cc(CN(Cc3ccco3)Cc3nnnn3C3CCCCC3)c(=O)[nH]c2c1	-3%	?	-23%	0.2	3.2%	?	-3%	?	i
CS(C)(=O)=NS(=O)(=O)c1ccc(Cl)cc1	-8%	-4%	0%	3.2	-0.1%	-3%	-1%	4%	i
CC(=O)NCC(c1cccs1)S(=O)(=O)c1ccc(F)cc1 (stereo not given)	4%	1%	7%	0.7	-0.3%	-2%	-2%	28%	i
COC(=O)/C(=C/c1ccc2c(c1)c1ccccc1n2C)NC(=O)c1ccccc1	-1%	0%	-2%	-6.0	-0.1%	-22%	3%	-17%	i
CCOC(=O)CCCNC(=O)CCNC(=O)c1ccc(OC(C)C)cc1	3%	-12%	9%	-1.3	0.1%	-1%[1.84 µM]	-10%	6%	i
Cc1cc(C(=O)N2CCCC(N3CCN(c4ccccc4C)CC3)C2)n(C)n1 (stereo not given)	1%	-5%	-8%	-3.5	0.3%	1%	8%	-13%	i
O=C(O)C1C2CCC(C2)C1C(=O)NCCc1ccc(F)cc1 (stereo not given)	5%	-18%	1%	2.3	-0.1%[9.22 µM]	-2%	1%	-11%	i
CC(C)c1ccc(N(C(=O)c2csnn2)C(C(=O)NC2CCCC2)c2ccncc2)cc1 (stereo not given)	2%	0%	-13%	-1.8	20%	1%	9%	1%	i
CSc1ccccc1OCc1cc(C(=O)N(Cc2nccn2C)C(C)C)no1	2%	4%	5%	-1.2	-0.3%	1%	-2%	32%	i
Cn1c(/C=C(\C#N)C(N)=S)ccc1-c1ccc(Br)cc1	0%	-28%	-7%	-2.8	5.2%	-13%	3%	?	i
COc1ccc(CNn2c(C)nc3ccccc3c2=O)cc1	-1%	-8%	-2%	-8.3	2.3%	0%	2%	5%	i
O=C(CSc1nnnn1Cc1ccccc1)Nc1ccccc1	1%	10%	-2%	1.1	-0.3%	4%	10%	15%	i
Cc1nc2c(C)cccn2c1/C(O)=C1\C(=O)C(=O)N(CCN(C)C)C1c1ccco1 (stereo not given)	0%	17%	3%	-0.7	3.4%	0%	8%	3%	i
CC(=O)N1C(c2ccccc2O)C[C@]2(C)CC(=O)NC12 (stereo not given in full)	-2%	?	14%	-1.7	-0.1%	-10%	12%	2%	i
Cn1ccnc1SCC(=O)c1ccc(Cl)cc1	-4%	1%	3%	3.2	26%	5%	0%	?	i
O=C(NCC1CCCO1)c1cnn2c(C(F)F)cc(C3CC3)nc12 (stereo not given)	2%	17%	0%	1.2	1.8%	-26%	-9%	?	i
O=C(c1ccco1)N1CCN(CCOc2ccc(F)cc2)CC1	4%	-3%	16%	-1.6	3.1%	-6%	1%	-10%	i
Cc1ccc(NC(=O)c2cccc(S(=O)(=O)N3CCN(C)CC3)c2)cc1F	1%	-19%	-5%	-2.5	2.2%	8%	13%	22%	i
CC(C)(C)N(Cc1ccccc1)C(=O)c1cccs1	-2%	7%	23%	-8.1	0.2%	2%	-2%	-2%	i
Cn1c(-c2c(N)n(C3CCCC3)c3nc4ccccc4nc23)nc2ccccc21	-2%	?	0%	-1.8	5.7%	-1%	14%	?	i
O=S(=O)(c1ccc(Cl)cc1)N1c2ccccc2Oc2nc3ccccc3nc21	1%	8%	12%	-1.0	0.4%	1%	5%	19%	i
CCOC(=O)C1CCN(S(=O)(=O)c2ccc(CC)cc2)CC1	2%	5%	-7%	-0.4	0.1%	1%	0%	2%	i
CCOc1ccccc1NC(=O)CN1C(=O)COc2ccc(S(=O)(=O)N3CCCCCC3)cc21	.	-28%	.	.	1.0%	-3%	.	16%	.
O=C(CSc1nc2[nH]ncc2c(=O)[nH]1)c1ccccc1	-6%	-12%	-4%	1.3	4.4%	12%	11%	-24%	i
CCOC(=O)c1[nH]c2ccccc2c1NC(=O)NC(C)C	-1%	9%	5%	-0.8	3.5%	-1%	0%	-3%	i
CCOC(=O)CN1C(=O)CN(c2ccc(C)cc2)C1=O	1%	4%	11%	-1.8	3.4%	0%	2%	14%	i
O=C1NC(=O)C(c2ccccc2)(c2ccccc2)N1S(=O)(=O)c1ccccc1	.	-9%	?	-0.1	-0.2%	.	6%	.	i
CCCn1nc(C(=O)Nc2ccc(S(=O)(=O)Nc3nccs3)cc2)c2ccccc2c1=O	-6%	-15%	-3%	-2.0	0.4%	-12%	?	?	i
COc1cc(OC)cc(C(=O)Nc2ccc(S(=O)(=O)Nc3ncccn3)cc2)c1	-3%	-24%&-1%	2%	-0.2	-0.5%&-0.4%	-2%&1%	5%	-12%&-4%	i
Cc1cc(C)c(C)c(OCC(=O)N2CCOCC2)c1	-1%	-2%	2%	-0.5	0.4%	-1%	-5%	6%	i
COc1ccc(OC)c(N2C(N)=C(C#N)C(c3ccc(OC)c(O)c3)C3=C2CC(C)(C)CC3=O)c1 (stereo not given)	0%	2%	5%	-3.0	-0.3%	-2%	-4%	7%	i
Cc1nc(C(F)(F)F)ccc1C(=O)N1CCC1(C)C(=O)NS(=O)(=O)c1ccccc1 (stereo not given)	.	6%	8%	-3.1	-0.2%[9.22 µM]	.	1%	.	i
CCCCCCn1c(=O)n2n(c1=O)[C@@H]1CN(S(=O)(=O)c3ccc(C)cc3)C[C@]1(O)[C@@H](OC(=O)NC1CCCC1)C2	.	11µM*	-15%	-3.6	0.1%	.	18%	.	i
CCOC(=O)N1CCN(C(=O)CCCn2c(=S)[nH]c3ccsc3c2=O)CC1	-1%	12%	3%	2.3	0.3%	-1%	1%	-2%	i
CCN(CC)C(=O)CCSc1nnc(-c2ccncc2)o1	0%	-2%	15%	-0.5	0.1%	0%	0%	8%	i
Cn1c(=O)[nH]c(=O)c2c1nc(Br)n2Cc1ccccc1F	-3%	-4%	3%	0.7	21%	7%	2%	-8%	i
CC(C)C[C@@H](COCc1cccc(Cl)c1)N1CCN(C(=O)c2ccc(C(F)(F)F)cc2)CCC1=O	.	.	-23%	1.5	-0.3%	.	-2%	.	i
O=C(NCc1ccccc1)C(c1ccc(F)cc1)N(Cc1cccs1)C(=O)c1cnccn1 (stereo not given)	3%	-4%	-27%	-0.8	-0.4%	1%	-4%	3%	i

Reprinted from the listing (3 entries):
SMILES	Mm-Cpn inhibitor	TGFb inhibitor	EPAC2 antag	CCT modulator	Nrf2 activator	A549 tox	EPAC2 agonist	Nrf2 block	Akt phos inh
CCCCCCn1c(=O)n2n(c1=O)[C@@H]1CN(S(=O)(=O)c3ccc(C)cc3)C[C@]1(O)[C@@H](OC(=O)NC1CCCC1)C2	.	11µM*	-15%	-3.6	0.1%	.	18%	.	i
CCOC(=O)N1CCN(C(=O)CCCn2c(=S)[nH]c3ccsc3c2=O)CC1	-1%	12%	3%	2.3	0.3%	-1%	1%	-2%	i
CCN(CC)C(=O)CCSc1nnc(-c2ccncc2)o1	0%	-2%	15%	-0.5	0.1%	0%	0%	8%	i

The list is partial; rates above refer to the full screens.
